Rac1 GTP hydrolysis: MgcRacGAP GTPase-activating activity inhibitors, confirmation, biochemical, ADP Hunter fluorescence; MgcRacGAP-stimulated Rac1 GTP hydrolysis, ADP Hunter fluorescence; higher % means a stronger effect; GST-tagged Rac1 F28L mutant substrate; one-dose inhibition, % at 30 µM; IC50 in µM for titrated hits; 340,000 tested, 0.6% active; AID 624330;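 active = first-screen hits whose inhibition reached a set limit at any dose in the follow-up dose series; inconclusive = inhibition above the set first-screen limit but never retested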;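 also: fluorescence reports GDP produced by GAP-driven GTP hydrolysis; strong numbers were not always called active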
Salmonella PhoP GFP: PhoP-dependent GFP reporter repression – Salmonella Typhimurium, primary screen (AID 1863) | 300,000 tested, 0.16% active | S. Typhimurium PhoP-regulated promoter GFP reporter, 4 h; higher % means a stronger effect | inhibition, % at 50 µM, or IC50 in µM where a hit was titrated;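 active = inhibition over 29.93%, a cutoff 3 SD above the screen mean, later confirmed by dose response; inconclusive = inhibition over 29.93% but no dose response follow-up; inactive = inhibition at most 29.93% or unconfirmed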;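 also: 0% = low Mg2+ inducing control and 100% = high Mg2+ repressing control; strong numbers were not always called active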
Myeloid diff 2: compounds promoting myeloid differentiation. 360,000 tested, 1% active. ER-HoxA9 myeloid progenitors, lysozyme-GFP differentiation, flow cytometry. calls only at 10 µM;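 active = normalized GFP-positive differentiation at or above the plate's own cutoff, the solvent-only control mean plus 3 SD; inconclusive = no clear call, values can overlap the other calls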;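 also: cells exposed to compound for four days before flow analysis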
Siah-1 displacement: blockers of Siah-1 interaction with plectin peptide – biochemical, fluorescence polarization, rhodamine-plectin, uHTS, primary screen (AID 1817); Siah-1 / rhodamine-plectin peptide fluorescence polarization; higher % means a stronger effect; displacement, % at 20 µM, or IC50 in µM where a hit was titrated; 290,000 tested, 0.02% active;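 active = displacement of at least 50% at 20 µM, with a fluorescence ratio check between 0.3 and a set limit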;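 also: plate controls were Siah plus tracer with DMSO for no effect and tracer alone without Siah for full effect; strong numbers were not always called active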
HIV fusion peptide: inhibitors of HIV fusion peptide binding, primary screen, biochemical, uHTS, fluorescence dequenching (AID 1986); cell-free peptide binding, fluorescence dequenching, 30 min; higher % means a stronger effect; 290,000 tested, 0.3% active; inhibition, % at 20 µM, or IC50 in µM where a hit was titrated; in the data active = inhibition mostly above about 52%, no sharp cut-off; inactive = mostly below about 76%; also: some results filed as inactive read as strong as hits
GPR55 LPI antagonism: GPR55 antagonists blocking LPI-driven arrestin recruitment, primary screen, imaging, U2OS, beta-arrestin-GFP, LPI agonist (AID 2013); 290,000 tested, 0.13% active; inhibition, % at 10 µM, or IC50 in µM where a hit was titrated; U2OS GPR55 beta-arrestin-GFP translocation imaging, LPI antagonism; higher % means a stronger effect;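 active = spots per cell inhibited over 60%, with over 100 cells counted and total cytoplasm intensity under 500,000; inconclusive = wells with under 100 cells, flagged as likely toxic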;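 also: U2OS cells stably carrying GPR55 and arrestin-GFP stimulated by 5 µM LPI near EC80; imaged beta-arrestin-GFP aggregate spots per cell after agonist stimulation; plate controls were LPI-stimulated DMSO wells for no effect and DMSO wells without LPI for full effect; some results filed as inactive read as strong as hits; confirmed hits need IC50 under 10 µM and bright autofluorescent wells are also inconclusive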
GPR35 arrestin U2OS: inhibition of zaprinast-stimulated GPR35 beta-arrestin translocation – imaging, U2OS, beta-arrestin-GFP, zaprinast agonist, primary screen (AID 2058) | inhibition, % at 10 µM, or IC50 in µM where a hit was titrated | 290,000 tested, 0.052% active | U2OS GPR35 beta-arrestin-GFP translocation imaging, zaprinast antagonism; higher % means a stronger effect;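 active = inhibition of at least 50% with at least 30 cells and total cytoplasm GFP at most 10,000,000; inconclusive = under 30 cells or total GFP of 10,000,000 plus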
LYP inhibition: inhibitors of LYP phosphatase, biochemical, fluorescence intensity, uHTS (AID 1779); recombinant LYP phosphatase, fluorescence intensity; higher % means a stronger effect; one-dose inhibition, % at 11.5 µM; IC50 in µM for titrated hits; 290,000 tested, 0.054% active; in the data active = inhibition above about 50%;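 also: plate controls were vehicle with enzyme for no effect and no enzyme for full effect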
NTR1 ag: agonists of NTR1, primary screen, imaging, U2OS cells, beta-arrestin-GFP, high content (AID 493036); P30989; NTR1-U2OS beta-arrestin-GFP spot imaging, agonist mode; activation, % at 20 µM; 330,000 tested, 0.17% active;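 active = activation at or above 40% of the spot to cytoplasm intensity ratio, with at least 20 cells analyzed; inconclusive = wells under 20 cells, flagged as cytotoxic or low count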;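 also: 0% = DMSO without peptide and 100% = 100 nM NTR1 peptide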
Target sequence (P30989 whole entry, looked up): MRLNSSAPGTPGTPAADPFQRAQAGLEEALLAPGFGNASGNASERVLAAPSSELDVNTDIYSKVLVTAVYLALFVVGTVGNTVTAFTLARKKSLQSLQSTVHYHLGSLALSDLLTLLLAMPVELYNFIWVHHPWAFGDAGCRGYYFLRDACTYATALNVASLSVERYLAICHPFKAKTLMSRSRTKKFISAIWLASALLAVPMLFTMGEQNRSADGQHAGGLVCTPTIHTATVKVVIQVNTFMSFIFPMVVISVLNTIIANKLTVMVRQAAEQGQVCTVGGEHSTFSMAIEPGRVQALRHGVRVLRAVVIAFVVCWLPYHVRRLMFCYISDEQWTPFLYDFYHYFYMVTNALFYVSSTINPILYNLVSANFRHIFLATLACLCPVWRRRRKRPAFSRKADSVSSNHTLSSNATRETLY
NTR1 ag cell count 20 µM: also measured in NTR1 ag; calls as there; cell count; measured here: cell count, cytotoxicity flag
Myeloid diff 2 GFP+ MAC1+ %: second read-out of Myeloid diff 2, no call of its own (marks repeat the call); GFP+ MAC1+ double positive, %; measured here: differentiation confirmed by MAC1 staining
* hit, by the source's call; i = inactive; ? = inconclusive; nt = no result given; + = active, no number. Not a hit list. Share with any hit: about 2.4%.

SMILES	Rac1 GTP hydrolysis	Salmonella PhoP GFP	Myeloid diff 2	Myeloid diff 2 GFP+ MAC1+ %	Siah-1 displacement	HIV fusion peptide	GPR55 LPI antagonism	GPR35 arrestin U2OS	LYP inhibition	NTR1 ag	NTR1 ag cell count 20 µM
OCCN1CCN(CC(O)COc2ccc(C34CC5CC(CC(C5)C3)C4)cc2)CC1 (centres undefined)	-4%	3%	+	4.2*	-2%	-2.5%	55%	23%	-8%	18	61
O=S(=O)(c1ccc(Cl)cc1)c1nc(-c2ccco2)oc1N1CCOCC1	6%	2%	i	0.3	5%	-1.3%	3%	2%	2%	0.4	68
O=C(N/N=C/c1cc([N+](=O)[O-])ccc1O)c1cccc(N2CCCC2=O)c1	11%	2%	i	0.0	8%	8.1%	2%	-16%	1%	0.0	55
Cn1c(=O)[nH]c(=O)c2c1nc(Br)n2C/C=N/NC(=O)c1ccccc1	-4%	8%	i	0.7	2%	-1.5%	0%	-13%	-6%	0.3	35
CCOC(=O)c1c(NC(=S)NNS(=O)(=O)c2ccc(Br)cc2)sc2c1CCCCC2	6%	-6%	i	1.6	2%	61%	4%	-9%	-3%	3.6	53
Cn1ncc(Cl)c1C(=O)NCc1cc(C(C)(C)C)n[nH]1	-7%	-3%	i	0.8	2%	0.8%	0%	5%	5%	-1.1	58
Cc1oc(S(=O)(=O)N2CCCCC2)cc1NC(=O)Nc1ccccc1	8%	-12%	i	0.6	-3%	-1.2%	-14%	1%	-7%	2.3	50
COc1cccc(C(=O)N2CCN(Cc3cccc(F)c3)CC2)c1	?	1%	i	2.3	0%	-2.7%	-7%	13%	5%	1.6	93
Cc1ccc(C2NCCS2)cc1 (centres undefined)	9%	0%	i	0.5	4%	0.5%	6%	-5%	-6%	1.1	55
CC(=O)NC(=S)Nc1cccc2c(C)cc(C)nc12	3%	-9%	i	0.4	-2%	-0.8%	6%	0%	-5%	-1.2	99
CS(=O)(=O)N1CCCC(C(=O)NCCCN2CCc3ccccc3C2)C1 (centres undefined)	6%	5%	i	2.4	-3%	0.3%	0%	2%	-1%	1.0	51
Fc1ccc(-n2c(CN3CCCCC3)n[nH]c2=S)cc1	-6%	7%	i	0.6	3%	-1.0%	2%	11%	-8%	0.3	62
CCOC(=O)c1c(/N=C/c2cccc(C)c2O)sc2c1CCN(C)C2	10%	-7%	i	0.5	3%	1.0%	7%	6%	-2%	5.4	65
O=C(NCCc1nc2ccccc2[nH]1)c1ccc(F)cc1	8%	-4%	i	4.6	-4%	-0.4%	2%	-1%	-6%	-0.1	53
O=C1NC(=Nc2ccccc2)S/C1=C/c1cccs1	10%	2%	i	0.2	22%	0.0%	-3%	-5%	-3%	1.8	88
Cc1ccc(C(=O)NCCn2cc(SCC(=O)N3CCOCC3)c3ccccc32)cc1	9%	-2%	i	1.9	-2%	1.4%	-4%	-7%	-1%	-0.5	81
O=C(NCc1ccccc1)Oc1cccc(Cl)c1	7%	0%	i	1.3	0%	-2.9%	0%	-5%	-10%	-0.2	43
O=c1cccc(-c2ccc(Br)cc2)o1	4%	19%	i	1.0	3%	-2.0%	13%	0%	-8%	0.1	52
Cn1cnc([N+](=O)[O-])c1Nc1cccc(O)c1	11%	3%	i	0.6	-1%	-2.9%	-3%	4%	-3%	-0.6	37
CCOC(=O)C1CCCN(C(=O)c2ccc([N+](=O)[O-])cc2)C1 (centres undefined)	0%	3%	i	0.6	-1%	-1.2%	-3%	-7%	-7%	-0.6	50
COC(=O)c1c(C)oc2ccc(NS(=O)(=O)c3cccs3)cc12	6%	32%	i	1.0	-2%	2.9%	-4%	13%	3%	-3.6	84
Cc1ccc(-n2ccnc(SCC(=O)NCCc3ccccc3)c2=O)cc1F	7%	-8%	i	0.7	nt	nt	nt	nt	nt	-0.9	60
O=C(CS(=O)(=O)Cc1ccccc1)N1CCN(c2cccc(C(F)(F)F)c2)CC1	5%	14%	i	0.5	3%	4.6%	11%	-1%	-3%	0.1	76
CCOc1ccc2[nH]cc(C(=O)N3CCN(CC)CC3)c(=O)c2c1	5%	-1%	i	3.6	-1%	0.1%	2%	-3%	3%	0.7	82
COc1ccc(NC(=O)CC2SC(=O)NC2=O)cc1 (centres undefined)	-3%	-8%	i	0.3	0%	1.2%	-2%	-8%	-6%	0.1	91
O=C(CN1CCN(c2ccccc2)CC1)Nc1ccncc1	10%	7%	i	0.2	6%	-0.3%	-2%	-18%	-4%	-1.5	62
O=C1CCCc2nc3nc4ccccc4n3cc21	nt	8%	nt	nt	-4%	-2.0%	-8%	4%	1%	nt	nt
COC(=O)[C@]1(C)N[C@H](c2ccc(-c3ccc(Cl)c(Cl)c3)cc2)[C@@H]2C(=O)N(C)C(=O)[C@@H]21	2%	-8%	i	2.1	nt	nt	nt	nt	nt	0.1	58
COc1ccc(C)cc1NC(=O)CNC(=O)c1sc2ccccc2c1Cl	8%	-1%	i	1.4	nt	nt	nt	nt	nt	-0.6	68
O=C(O)c1ccc([N+](=O)[O-])c(CS(=O)(=O)c2ccc(Cl)cc2)c1	11%	-2%	i	0.0	0%	4.4%	4%	6%	-1%	-2.9	71
COc1ccc(C2CC(=O)Oc3c(C(CCN4CCOCC4)c4cc(OC)c(OC)c(OC)c4)c(OC)cc(OC)c32)cc1 (centres undefined)	6%	0%	i	2.1	2%	1.6%	10%	-1%	-10%	-1.0	90
O=C(c1cc(-c2cccc(Br)c2)nc2ccccc12)N1CCCC1	10%	2%	i	0.1	17%	-1.1%	8%	-13%	-7%	0.4	63
COc1cc(C(=O)N[C@@H](Cc2c[nH]c3ccccc23)C(=O)O)cc(OC)c1OC	2%	4%	i	0.5	7%	2.8%	-12%	3%	-4%	-0.3	37
CC(C)(C)C(=O)Nc1ccc(C(=O)NNC(=O)c2ccccc2)cc1	1%	-2%	i	0.4	4%	1.7%	0%	-8%	-8%	0.0	66
O=C(C1=C[C@H](c2coc3ccccc3c2=O)C[C@H](OCCCCO)O1)N1CCN(Cc2ccccc2)CC1	11%	-7%	i	1.0	3%	0.0%	-2%	17%	-7%	6.3	89
CCC(=O)Nc1cccc(-c2nc3ccccc3c(=O)o2)c1	13%	-3%	i	1.3	-3%	0.1%	7%	21%	-9%	0.2	55
CC(=O)Nc1cc2c(cc1NC(=O)c1cnccn1)OCCO2	6%	-8%	i	2.0	-2%	1.2%	8%	-4%	-6%	0.1	63
Cc1ccccc1CSc1nnc(NC(=O)C2COc3ccccc3O2)s1 (centres undefined)	0%	0%	i	0.2	-4%	-2.7%	-3%	-2%	-7%	0.8	59
C=CCCN(C1CCCC1)S(=O)(=O)c1ccccc1Br	2%	0%	i	1.6	-3%	-1.0%	-7%	6%	-10%	-4.0	80
CN(C)c1cccc2c(S(=O)(=O)Nc3ccccn3)cccc12	3%	1%	i	0.9	5%	-2.6%	4%	2%	0%	2.1	57
O=[N+]([O-])c1cccc(C(=S)N2CCN(c3ccccc3F)CC2)c1	9%	-10%	i	0.1	-4%	-1.8%	5%	3%	-5%	2.6	44
O=C(OCn1nnc2ccccc2c1=O)c1cc(-c2ccccc2Cl)nc2ccccc12	2%	-6%	i	0.2	-2%	2.5%	-6%	-11%	-7%	0.6	104
CCc1ccc2c(c1)C(O)(CC(=O)c1cccs1)C(=O)N2 (centres undefined)	-2%	-5%	i	0.8	2%	0.7%	5%	10%	-5%	1.1	74
COc1cc(C(=O)NCc2nnc(SCC(=O)c3ccccc3)o2)cc(OC)c1OC	5%	-2%	?	nt	-1%	-0.6%	-1%	9%	-10%	-1.3	63
Cc1cc(C)nc(NC(=O)c2ccc([N+](=O)[O-])o2)n1	7%	-13%	i	0.6	13%	2.9%	3%	2%	-7%	-0.5	76
COc1ccc(C2C(C(C)=O)=C(O)C(=O)N2c2cccnc2)c(OC)c1 (centres undefined)	6%	4%	i	0.8	-3%	-0.6%	2%	23%	-2%	-0.7	78
Cc1cccc(C)c1NC(=O)Cn1c(CN2CCCCC2)nc2ccccc2c1=O	10%	0%	i	0.6	1%	4.1%	3%	-20%	-4%	2.0	58
COc1cc(NC(=S)NCCCN2CCOCC2)cc(OC)c1OC	13%	-2%	i	0.6	3%	-0.5%	-2%	2%	-7%	2.6	88
CC(OC(=O)c1nn(C(C)C)c(=O)c2ccccc12)C(=O)Nc1ncc(Cl)cc1Cl (centres undefined)	6%	5%	i	1.2	8%	3.9%	1%	-16%	-6%	1.5	58
C[C@H](NC(=O)c1nc[nH]c1C(=O)N[C@@H](Cc1ccccc1)C(=O)OCc1ccccc1)c1ccccc1	13%	-1%	i	0.9	4%	0.4%	13%	-7%	7%	34	55
Nc1nc2c(C(=O)N3CCOCC3)nnn2c2ccccc12	1%	-2%	i	0.6	-1%	-0.5%	1%	-2%	-14%	0.2	50
CCN(Cc1ccccc1)C(=O)Cn1c(=O)n(-c2ccc(OC)cc2OC)c(=O)c2c(C)c(C)sc21	9%	-4%	i	0.4	5%	1.9%	5%	5%	0%	1.9	69
O=C(Cc1ccccc1[N+](=O)[O-])N1CCN(S(=O)(=O)c2ccccc2)CC1	5%	0%	i	1.4	-2%	1.3%	-10%	-17%	-8%	-0.1	49
CN(c1ccccc1)S(=O)(=O)c1ccc(C(=O)NCc2ccccn2)cc1	7%	-5%	i	0.7	-4%	-0.5%	0%	-10%	-3%	-1.3	61
Cc1onc(-c2c(F)cccc2Cl)c1C(=O)NCc1ccccn1	8%	-7%	i	0.7	-7%	-1.1%	10%	-10%	-13%	-1.3	81
CC(=O)Nc1ccc(S(=O)(=O)Nc2nc3ccccc3nc2Nc2ccccc2)cc1	5%	-3%	i	0.4	1%	44%	0%	0%	4%	0.2	91
CCCCN(CC)CCNC(=O)c1[nH]c(C)c(C(C)=O)c1C	6%	3%	+	2.2*	-3%	7.1%	-8%	-6%	-3%	1.1	78

Compound activity (PubChem)
